# TAAR1 antag – human TAAR1 antagonism; Q96RJ0; CHO RD-HGA16 TAAR1, Fluo-8 calcium fluorescence, antagonist; inhibition, % at 3 µM; 360,000 compounds, 1.5% hits;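 active = inhibition above a per-plate cutoff, the mean inhibition of test compounds on that plate plus 3 SD, cut at about 49% in these data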;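 also: 0% = DMSO plus EC80 beta-PEA response and 100% = DMSO alone without agonist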
# Target sequence (Q96RJ0 whole entry, looked up): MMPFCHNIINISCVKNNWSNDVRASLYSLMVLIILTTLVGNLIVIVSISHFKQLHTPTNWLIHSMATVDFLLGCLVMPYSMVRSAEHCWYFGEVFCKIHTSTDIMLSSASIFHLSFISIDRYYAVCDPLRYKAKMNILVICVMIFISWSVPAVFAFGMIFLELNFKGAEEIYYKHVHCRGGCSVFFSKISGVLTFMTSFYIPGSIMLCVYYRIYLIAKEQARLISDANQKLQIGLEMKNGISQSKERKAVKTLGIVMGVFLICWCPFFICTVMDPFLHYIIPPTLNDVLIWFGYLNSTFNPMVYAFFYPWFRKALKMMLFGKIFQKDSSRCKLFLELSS
#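 Assay system: CHO-derived RD-HGA16 cells stably expressing human TAAR1 plus Gα16. Timing: 140 s kinetic read after compound, 140 s after agonist. Technique: kinetic Fluo-8 calcium fluorescence measurement. Measure: % inhibition of agonist calcium response.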
# TAAR1 ag – agonists of human TAAR1; Q96RJ0; activation, % at 3 µM; CHO RD-HGA16 TAAR1, Fluo-8 calcium fluorescence; vehicle wells 0%, saturating PEA agonist 100%; 360,000 compounds, 0.99% hits;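 active = activation above the mean activation of all test compounds in the run plus 3 SD, cut at about 38% in these data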
#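 System: CHO RD-HGA16 cells carrying human TAAR1 plus Gα16; Incubation: 17-24 h seeding, 75 min 37 °C dye, 30 min RT; Measured by: Fluo-8 fluorescence, 5 s baseline then 140 s kinetic read; Control set: DMSO and PEA EC100; Replication: single well for each compound.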
# Starred values were filed as active, the others as inactive. A portion of the library; rates above refer to the full screens.
SMILES,TAAR1 antag,TAAR1 ag
CCOC(=O)CN1C(=O)N(c2ccc(OC)cc2)[C@H]2CC3c4ccccc4C[C@]3(C)[C@@H](C(=O)N(C)C3CCCCC3)C[C@H]21 (some centres not stated),-10,1
N#Cc1ccc(C(C(=O)Nc2ccc3c(c2)OCCO3)n2c(=O)c(-c3ccco3)nc3ccccc32)cc1 (configuration not stated),-25,2
COC(=O)[C@]12C[C@H](CC(=O)NCc3ccccc3)C(=O)N(Cc3ccccc3)C1=C[C@H](C(C)C)O[C@@H]2C1CC1,-6,-3
CN(C(=O)[C@H]1O[C@@H](n2cnc3c(=O)[nH]c(N)nc32)[C@H](O)[C@@H]1O)C1CCCCC1,-8,3
COc1cc(Nc2cc(C)n(-c3cc(OC)cc(OC)c3)c(=O)c2)cc(OC)c1,17,-2
COC(=O)C1=C(C)NC(=S)NC1c1ccc(Br)cc1 (configuration not stated),-7,3
COc1ccccc1Cc1c(-c2ccc(Cl)cc2)nc2ccc(C)cn12,-7,-1
S=C(NN=C1CCCCC1=NNC(=S)N1CCOCC1)N1CCOCC1,-9,1
COc1ccc(C(C(=O)Nc2ccc(F)cc2)N2CCN(C(=O)c3ccco3)CC2)cc1 (configuration not stated),-25,6
COc1ccc(C2=Nc3ccccc3N(C(=O)c3ccc4ncccc4c3)C2C(=O)NC2CCCC2)cc1 (configuration not stated),-43,-2
COC(=O)C1=C(C)N(Cc2ccccc2C(F)(F)F)C(=NCc2ccc(OC)cc2)NC1c1ccccc1C(F)(F)F (configuration not stated),-18,-1
COC(=O)C1=C(C)N(Cc2cccc(C(F)(F)F)c2)C(=NCc2cc(OC)c(OC)c(OC)c2)NC1c1ccccc1 (configuration not stated),7,44*
CCCCOCCCNC(=O)C[C@H]1C[C@@]2(C(=O)OC)C(=C[C@H](C(C)(C)C)O[C@@H]2C)N(Cc2ccc3c(c2)OCO3)C1=O,-50,-2
CCCC(=O)Nc1ccc2c(c1)C(=O)N(C)C[C@@H](OC)[C@H](C)CN(Cc1ccc(-c3ccccn3)cc1)[C@@H](C)CO2,-36,0
COC(=O)c1cc2c(c3c4cc(C)ccc4n(S(=O)(=O)c4ccc(C)cc4)c13)C(=O)N(Cc1ccccc1)C2,-36,-1
COCCN1Cc2cc(C(=O)OC)c3c(c2C1=O)c1cc(OC)ccc1n3S(=O)(=O)c1ccc(C)cc1,-33,2
COC(=O)Cc1nnn2c1[C@H](C)[C@@H](OC)c1cccc(Cl)c1-2,5,0
CC(C)c1cc(Cn2c3ccccc3c(=O)n2C(C)Cn2cc(COc3ccccc3)nn2)on1 (configuration not stated),-8,1
CCCCNC(=O)C1C(c2ccc(C(F)(F)F)cc2)=Nc2ccccc2N1C(=O)C1CCN(C(C)=O)CC1 (configuration not stated),-12,3
O=C(N[C@H](c1cccc(Br)c1)[C@@H]1CCCC=C1c1ccccc1)C(F)(F)F,12,0
COC(=O)c1ccc(N)c2c(N)ccc(C(=O)OC)c12,-11,1
CC(=O)Nc1cccc(-c2nc3ccccc3n2C(C(=O)NC(C)(C)C)C2CC2)c1 (configuration not stated),-10,3
COc1ccc(C#Cc2c(-c3ccccc3OC)oc3ccccc23)cc1,-3,6
COC(=O)[C@]12C[C@H](CC(=O)N3CCOCC3)C(=O)N(Cc3ccc4c(c3)OCO4)C1=C[C@H](C(C)(C)C)O[C@@H]2C,10,0
COC(=O)c1cc2c(c3c4cc(F)ccc4n(S(=O)(=O)c4ccc(OC)cc4)c13)C(=O)N(C)C2,14,-1
CC(C)(C)NC(=O)C(c1ccc(-c2ccccc2)cc1)n1c(=O)c(-c2ccco2)nc2ccccc21 (configuration not stated),-26,-1
CC(C)(C)OC(=O)N[C@H]1C=C[C@@H](CC(=O)OCC(F)(F)F)C1,-12,3
CC(C)[C@H](NC(=O)CC1CCCC1)C(=O)N1CCC[C@H]1C(=O)NCCc1ccccc1Cl,57*,65*
CC1(C(=O)Nc2ccc3c(c2)OCCO3)CN(S(C)(=O)=O)CC(=O)N1Cc1cccc(F)c1 (configuration not stated),-4,1
CCN(CC)CCNC(=O)c1ccc(NCN2C(=O)NC(c3ccccc3)(c3ccccc3)C2=O)cc1,-14,4
CCCCCCCCCCCCN1CCSCCS1(=O)=O,-20,4
COC(=O)c1cc2c(c3c4ccccc4n(S(=O)(=O)c4ccccc4)c13)C(=O)N(C)C2,-28,0
O=C(O)[C@@H]1C[C@@H](O)CN1,6,1
CCOC(=O)[C@]12CCCC=C1N(Cc1ccccc1)C(=O)[C@H](CC(=O)NCc1cccc3ccccc13)C2,30,6
Cc1cc(NC(=O)Cc2cn(C)c3ccccc23)ccc1Nc1cccnc1,-6,0
O=C1[C@H](c2ccccc2)[C@@H](c2ccncc2)N1c1ccncc1,-12,1

# An excerpt from above in order of count of non-hydrogen atoms, largest number first:
SMILES,TAAR1 antag,TAAR1 ag
CCCCOCCCNC(=O)C[C@H]1C[C@@]2(C(=O)OC)C(=C[C@H](C(C)(C)C)O[C@@H]2C)N(Cc2ccc3c(c2)OCO3)C1=O,-50,-2
CCCC(=O)Nc1ccc2c(c1)C(=O)N(C)C[C@@H](OC)[C@H](C)CN(Cc1ccc(-c3ccccn3)cc1)[C@@H](C)CO2,-36,0
COC(=O)[C@]12C[C@H](CC(=O)N3CCOCC3)C(=O)N(Cc3ccc4c(c3)OCO4)C1=C[C@H](C(C)(C)C)O[C@@H]2C,10,0
CCOC(=O)[C@]12CCCC=C1N(Cc1ccccc1)C(=O)[C@H](CC(=O)NCc1cccc3ccccc13)C2,30,6
COCCN1Cc2cc(C(=O)OC)c3c(c2C1=O)c1cc(OC)ccc1n3S(=O)(=O)c1ccc(C)cc1,-33,2
CC(C)(C)NC(=O)C(c1ccc(-c2ccccc2)cc1)n1c(=O)c(-c2ccco2)nc2ccccc21 (configuration not stated),-26,-1
CC(C)c1cc(Cn2c3ccccc3c(=O)n2C(C)Cn2cc(COc3ccccc3)nn2)on1 (configuration not stated),-8,1
COC(=O)c1cc2c(c3c4cc(F)ccc4n(S(=O)(=O)c4ccc(OC)cc4)c13)C(=O)N(C)C2,14,-1
CC1(C(=O)Nc2ccc3c(c2)OCCO3)CN(S(C)(=O)=O)CC(=O)N1Cc1cccc(F)c1 (configuration not stated),-4,1
CC(C)[C@H](NC(=O)CC1CCCC1)C(=O)N1CCC[C@H]1C(=O)NCCc1ccccc1Cl,57*,65*
COC(=O)c1cc2c(c3c4ccccc4n(S(=O)(=O)c4ccccc4)c13)C(=O)N(C)C2,-28,0
CC(=O)Nc1cccc(-c2nc3ccccc3n2C(C(=O)NC(C)(C)C)C2CC2)c1 (configuration not stated),-10,3
Cc1cc(NC(=O)Cc2cn(C)c3ccccc23)ccc1Nc1cccnc1,-6,0
COc1ccc(C#Cc2c(-c3ccccc3OC)oc3ccccc23)cc1,-3,6
O=C1[C@H](c2ccccc2)[C@@H](c2ccncc2)N1c1ccncc1,-12,1
CC(C)(C)OC(=O)N[C@H]1C=C[C@@H](CC(=O)OCC(F)(F)F)C1,-12,3
CCCCCCCCCCCCN1CCSCCS1(=O)=O,-20,4
COC(=O)c1ccc(N)c2c(N)ccc(C(=O)OC)c12,-11,1
O=C(O)[C@@H]1C[C@@H](O)CN1,6,1

# Remaining list, next part
SMILES,TAAR1 antag,TAAR1 ag
COC(=O)c1cc2c(c3c4cc(OC)ccc4n(S(=O)(=O)c4ccc(OC)cc4)c13)C(=O)N(Cc1ccccc1)C2,-24,0
COC(=O)[C@]12C[C@H](CC(=O)NCc3ccc(OC)c(OC)c3)C(=O)N(Cc3ccc4c(c3)OCO4)C1=C[C@H](C(C)(C)C)O[C@@H]2C,-28,1
COc1ccc(-c2ccc3c(n2)CCCN3S(=O)(=O)c2ccc(C#N)cc2)cc1,-29,1
CC1=CC2C3C(=O)N(c4ccccc4)C(=O)C3C1C(=O)C2(O)C(C)C (configuration not stated),-22,1
CC(c1ccc(Cl)cc1)N(CCN(C)C)c1ccccn1 (configuration not stated),-9,1
COc1ccc(Cn2c(C)c(CC(=O)Nc3ccc(Oc4cccnc4)c(C)c3)c3ccccc32)cc1,23,-1
NC(=O)CC(NC(=O)c1cccc(Br)c1)c1ccc(NCCN2CCOCC2)c([N+](=O)[O-])c1 (configuration not stated),0,1
Cc1ccc(-c2cc(NC(=O)Cc3c[nH]c4ccccc34)ccc2N(C)c2cccnc2)cc1,5,1
Cc1cc(Nc2cccc(Br)c2)cc(=O)n1-c1cccc(Br)c1,-22,0
Oc1ccccc1C=NC(N=Cc1ccccc1O)c1ccccc1O (configuration not stated),11,3
COC(=O)C[C@@H]1C=C[C@@H](NC(=O)c2ccccc2F)[C@@H](CO)O1,4,1
CCC(C)CN1C(=O)CSCC1(C)C(=O)Nc1ccc2c(c1)OCCO2 (configuration not stated),-28,-1
C[C@@H]1CN([C@@H](C)CO)C(=O)CCCn2cc(nn2)CO[C@H]1CN(C)C(=O)Cc1ccccc1,-9,0
C=CCN=C1NC(CCc2ccccc2)C(C(=O)OC)=C(C)N1C (configuration not stated),-12,1
COC(=O)C1=C(C)N(Cc2ccc(C(F)(F)F)cc2)C(=NCc2ccc(OC)cc2)NC1c1cccc(Cl)c1 (configuration not stated),24,26
Cc1ccccc1-c1cccc2[nH]c3c(c12)CCN1C(=O)[C@H]2[C@H](C)ON(C)[C@H]2C[C@@H]31,18,10
CC(C)(C)C(c1nc2ccccc2[nH]1)n1c(-c2ccsc2)nc2ccccc21 (configuration not stated),-20,-2
CCCNC(=O)N[C@H]1C=C[C@H](CC(=O)NC2CCCCC2)O[C@@H]1CO,2,0
Nc1nc2c(ncn2[C@@H]2O[C@H](C(=O)N[C@H](Cc3ccccc3)C(=O)NCC3CCCCC3)[C@@H](O)[C@H]2O)c(=O)[nH]1,-12,2
COC(=O)c1cc2c(c3c4cc(F)ccc4n(S(=O)(=O)c4ccc(C)cc4)c13)C(=O)N(Cc1ccc(N(C)C)cc1)C2,4,-2
Nc1ccn([C@@H]2O[C@H](C(=O)N[C@H](Cc3ccccc3)C(=O)N3CCC(F)(F)CC3)[C@@H](O)[C@H]2O)c(=O)n1,-22,2
CN1OC[C@@H]2CN(C(=O)c3ccc(C#N)cc3)[C@H](c3cccc(Br)c3)C[C@@H]21,-19,1
CCOC(=O)N1CCN(C(=O)C[C@@H]2C[C@@]3(C(=O)OC)CC(C)(C)CC=C3N(Cc3cccc4ccccc34)C2=O)CC1,-16,6
CCOC(=O)C1=C(C(=O)OCC)C2N(Cc3ccc(C#N)cc3)c3ccccc3[C@@]23C[C@@H](C(=O)OC)N(S(=O)(=O)c2ccc(C#N)cc2)C3=N1 (some centres not stated),-24,1
CC(C)[C@@H](C)/C=C/[C@@H](C)[C@H]1CC[C@@H]2[C@]1(C)CCC1[C@]23C=C[C@]2(C[C@@H](O)CC[C@]12C)N(c1ccc(F)cn1)O3 (some centres not stated),-11,0
COC(=O)C1=C(C)N(Cc2cccc(C(F)(F)F)c2)C(=NCc2cccc(C(F)(F)F)c2)NC1c1ccccc1C(F)(F)F (configuration not stated),-31,0
CON(Cc1ccccc1)S(=O)(=O)c1ccccc1Br,-29,-2
CCCN1CCCCC(NC(=O)c2ccccc2OC)C1=O (configuration not stated),-3,2
COC(=O)N1Cc2ccnnc2CC1c1ccccc1-c1ccc(F)cc1 (configuration not stated),-33,4
O=C1C=C(OCCF)CC(c2cccc([N+](=O)[O-])c2)O1 (configuration not stated),7,0
CC(C)(C)c1cccc(N/C(=C\C(=O)c2ccccc2)c2ccccc2)c1,-18,0
O=C(N[C@H](Cc1ccccc1)C(=O)N1CCN(Cc2ccccn2)CC1)[C@H]1O[C@@H](n2ccc(=O)[nH]c2=O)[C@H](O)[C@@H]1O,-6,1
COc1ccc(-c2cc(NC(=O)Cc3c[nH]c4ccccc34)ccc2N(C)c2cccnc2)cc1F,17,4
Nc1nc2c(ncn2[C@@H]2O[C@H](C(=O)NCCCc3ccccc3)[C@@H](O)[C@H]2O)c(=O)[nH]1,-14,56*
COC(=O)C1=C(C)N(CC(C)C)C(=S)NC1c1cccc(OC)c1 (configuration not stated),22,-1
COc1ccc(C(=O)C(OP(=O)(OC)OC)c2ccccc2OC)cc1 (configuration not stated),-8,2
CC(=O)c1ccc(S(=O)(=O)N2CCN(C(=O)C(=O)c3cccc(C(F)(F)F)c3)CC2)cc1,8,0
C[n+]1c(-c2ccc(C=NNC(=O)c3ccc(C(=O)NN=Cc4ccc(-c5cn6ccccc6[n+]5C)cc4)cc3)cc2)cn2ccccc21,8,2
CN1CCCCC(NC(=O)c2cccs2)C1=O (configuration not stated),20,0
COc1ccc(C(C(=O)NC2CCCC2)n2c(C3CCN(C(C)=O)CC3)nc3ccccc32)cc1 (configuration not stated),-1,0
Cc1cc2c(nc1C)CCCN2Cc1ccc(Br)cc1,-31,0
CC1(C(=O)NCc2ccccc2)CSCC(=O)N1CCCn1ccnc1 (configuration not stated),0,0

# Screening results: PubChem, The Scripps Research Institute Molecular Screening Center
